SENP1 inh – human SENP1 catalytic domain inhibitors, primary screen, biochemical, FRET, uHTS; Sentrin-specific protease 1 (Homo sapiens), Q9P0U3; recombinant SENP1 catalytic domain, CyPet-SUMO1-YPet FRET cleavage; inhibition, % at 10 µM; hit rate 0.21% among 360,000; AID 624204, 2012;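 active means inhibition at least 30% at 10 µM, raw YFP signal under a set limit, fluorescence ratio 0.5 to 1.5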;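 further: 0% = enzyme with DMSO and 100% = no enzyme wells; some results filed as inactive read as strong as hits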
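system = hSENP1 catalytic domain, recombinant | reagent = SFCypet-SUMO1-SFYpet substrate at 25 nM | doses = one dose per compound, 10 µM, 0.5% DMSO | incubation = enzyme reaction for 50 min at room temperature, dark | measured by = FRET, CFP and YFP emission | controls = no-enzyme low, enzyme-DMSO high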
SENP8 block-1 – human SENP8 protease inhibitors, primary screen, biochemical, fluorescence, Nedd8 protein substrate, uHTS; inhibition, % at 20 µM; recombinant SENP8; Sentrin-specific protease 8 (Homo sapiens), Q96LD8; hit rate 0.64% among 360,000; AID 602440, 2012; in the data active means inhibition mostly above about 40%, no sharp cut-off; inactive means mostly below about 27%
SENP6 inh – SENP6 protease inhibitors, primary screen, biochemical, luminescence, uHTS. Sentrin-specific protease 6 (Homo sapiens), Q9GZR1. hit rate 1.8% among 330,000. Recombinant SENP6 catalytic domain, aminoluciferin luminescence. AID 2599, 2010. inhibition, % at 10 µM;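 active means inhibition above about 50% at the single tested dose, limit read from the data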;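 further: plate controls were DMSO wells with enzyme for no effect and DMSO wells lacking enzyme for full effect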
MIN6 prolif – inducers of MIN6 beta-cell proliferation, primary screen, ATP luminescence, uHTS; MIN6 cells proliferation, ATPlite luminescence, 48 h; cells starved in 0.2% serum; 100% = growth in 10% serum; proliferation, % at 10 µM; hit rate 0.29% among 330,000; AID 2380, 2010;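 active means compounds whose signal lies at least 3.5 SD above the mean of all wells on their plate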;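 further: 0% = DMSO-treated cells in low-serum medium and 100% = 10% serum control; some compounds called inactive have numbers as strong as hits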
HKDC1 inh – HKDC1 hexokinase inhibitors, primary screen, biochemical, fluorescence, uHTS; AID 493160, 2011; inhibition, % at 20 µM; recombinant HKDC1, G6PDH/diaphorase resazurin coupled fluorescence; hit rate 0.16% among 340,000;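 active means inhibition above about 35% when tested at 20 µM, limit read from the data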;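 further: plate controls were DMSO wells with enzyme for no effect and DMSO wells lacking enzyme for full effect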
Target sequence (Q2TB90 whole entry, looked up): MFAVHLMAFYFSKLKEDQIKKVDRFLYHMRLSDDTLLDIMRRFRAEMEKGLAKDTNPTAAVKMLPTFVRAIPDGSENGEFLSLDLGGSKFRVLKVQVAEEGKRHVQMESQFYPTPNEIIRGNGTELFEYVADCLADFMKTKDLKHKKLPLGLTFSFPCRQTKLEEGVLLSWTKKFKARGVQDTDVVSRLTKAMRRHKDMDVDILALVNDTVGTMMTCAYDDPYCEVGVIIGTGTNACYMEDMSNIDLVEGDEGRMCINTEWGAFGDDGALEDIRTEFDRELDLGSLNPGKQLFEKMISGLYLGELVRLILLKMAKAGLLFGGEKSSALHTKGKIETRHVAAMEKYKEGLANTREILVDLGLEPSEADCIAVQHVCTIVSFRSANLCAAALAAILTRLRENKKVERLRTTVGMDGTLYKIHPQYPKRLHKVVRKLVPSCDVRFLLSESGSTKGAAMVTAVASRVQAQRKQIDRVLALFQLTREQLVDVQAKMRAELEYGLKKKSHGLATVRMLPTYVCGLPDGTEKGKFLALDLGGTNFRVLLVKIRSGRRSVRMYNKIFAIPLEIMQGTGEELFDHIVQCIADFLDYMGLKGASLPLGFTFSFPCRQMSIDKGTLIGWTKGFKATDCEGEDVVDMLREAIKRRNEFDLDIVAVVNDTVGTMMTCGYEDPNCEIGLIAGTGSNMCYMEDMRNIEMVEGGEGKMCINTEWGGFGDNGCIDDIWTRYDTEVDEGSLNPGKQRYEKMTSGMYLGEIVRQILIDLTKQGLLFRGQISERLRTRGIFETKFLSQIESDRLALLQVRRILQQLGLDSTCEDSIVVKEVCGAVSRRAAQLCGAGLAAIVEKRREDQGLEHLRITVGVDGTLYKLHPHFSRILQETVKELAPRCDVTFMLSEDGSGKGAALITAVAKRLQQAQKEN
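Test system: HK5 enzyme. Quantity: 5 µg/mL HK5 final. Reagent: glucose and ATP substrates. Schedule: 90 min reaction incubation at room temperature, dark. Technique: resazurin-to-resorufin fluorescence via G6PDH and diaphorase coupling, 525/613 nm. Control set: DMSO wells with and without enzyme mix.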
SENP7 inh – SENP7 protease inhibitors, primary screen, biochemical, luminescence, uHTS; recombinant SENP7, Z-RLRGG-aminoluciferin luminescence, 40 min; inhibition, % at 5 µM; hit rate 1.5% among 330,000; AID 434973, 2010;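 active means inhibition above about 50% at the single test dose, limit read from the data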;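 further: plate controls were DMSO with enzyme for no effect and no enzyme buffer wells for full effect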
PfG6PD inh – PfG6PD enzyme inhibitors, primary screen, biochemical, fluorescence intensity, uHTS; hit rate 0.78% among 350,000; PfGluPho enzyme, NADPH resazurin-diaphorase fluorescence; inhibition, % at 20 µM; glucose-6-phosphate dehydrogenase-6-phosphogluconolactonase (Plasmodium falciparum 3D7);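 active means inhibition reaching at least a set limit at 20 µM in the primary screen, cut at about 59% in these data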;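 further: 0% = DMSO wells with substrate and 100% = DMSO wells lacking glucose-6-phosphate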
UBC13 inh – UBC13 polyubiquitin chain formation inhibitors, primary screen, biochemical, TR-FRET, uHTS. Ubiquitin-conjugating enzyme E2 N (Homo sapiens), P61088. inhibition, % at 20 µM. hit rate 0.47% among 330,000. AID 485273, 2010; in the data active means inhibition above about 45%, passing the limit was not always enough
Target sequence (P61088 whole entry, looked up): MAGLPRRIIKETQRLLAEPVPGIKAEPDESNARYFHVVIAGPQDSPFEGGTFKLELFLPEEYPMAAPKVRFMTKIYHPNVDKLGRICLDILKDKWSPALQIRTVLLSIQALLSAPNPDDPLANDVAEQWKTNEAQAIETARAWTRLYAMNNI
SENP8 block-2 – SENP8 protease inhibitors, primary screen, biochemical, luminescence; inhibition, % at 10 µM; Sentrin-specific protease 8 (Homo sapiens), Q96LD8; hit rate 1.2% among 330,000; purified SENP8, Z-RLRGG-aminoluciferin cleavage; AID 2540, 2010; in the data active means inhibition above about 50%
* = called active by the depositor; · = no result given.

# | SMILES | SENP1 inh | SENP8 block-1 | SENP6 inh | MIN6 prolif | HKDC1 inh
1 | COc1ccccc1CN(Cc1cc2cc(C)ccc2[nH]c1=O)Cc1nnnn1CC1CCCO1 (stereo not drawn) | -1 | -73 | 4 | 0 | -7
2 | O=C(NCCN1CCOCC1)c1cc(Br)ccc1Cl | 2 | 16 | -11 | 2 | -6
3 | Cc1nc(-c2ccc(S(=O)(=O)N3CCOCC3)cc2)cs1 | 0 | 5 | 6 | 1 | 6
4 | O=C(Cc1cc(=O)oc2cc(O)ccc12)NCC1CCC(C(=O)O)CC1 (stereo not drawn) | -23 | -302 | -8 | 0 | -1
5 | Cc1ccc(-c2nc(C)sc2CC(=O)OCC(=O)Nc2ccc(F)c(Cl)c2)cc1 | -2 | 16 | -14 | -2 | -1
6 | CN1CCc2c(sc(NC(=O)c3ccc([N+](=O)[O-])o3)c2C(N)=O)C1 | -93 | 8 | 22 | -6 | 9
7 | COC(=O)c1ccc(NC(=O)C2CCN(S(C)(=O)=O)CC2)cc1 | 3 | 8 | 6 | -2 | -1
8 | Cc1cc(OC(C)C(=O)NCC(O)c2ccccc2)c2c(C)c(C)c(=O)oc2c1 (stereo not drawn) | 1 | -310 | -7 | -3 | -1
9 | N#Cc1ccccc1NC(=O)CC1CCCCC1 | 0 | 11 | -10 | 1 | -1
10 | Cc1ccccc1Nc1nc(N)nc(COC(=O)c2cccc(S(=O)(=O)NCc3ccccc3)c2)n1 | 3 | 16 | -6 | -4 | -2
11 | CCOc1ccccc1NC(=O)Cn1nnc(C(=O)NCc2cccs2)c1N | 3 | 16 | 11 | -4 | -2
12 | Cc1cc(=O)nc2c3ccccc3n(CC(=O)NCCCN3CCOCC3)n12 | -1 | -12 | -5 | -2 | 2
13 | O=C(COC(=O)COc1ccccc1)Nc1ccc(Cl)cn1 | 2 | 1 | 3 | 2 | -4
14 | CC1(C)Cc2noc(N)c2C(C)(C)N1OC(=O)c1ccco1 | 3 | 25 | -20 | 2 | -9
15 | CCOC(=O)c1nn(-c2ccccc2C)c2nc(-c3ccc(C)cc3)c(C#N)c(=O)n12 | 0 | -298 | -12 | 1 | -7

# | SENP7 inh | PfG6PD inh | UBC13 inh | SENP8 block-2
1 | -13 | 23 | -3 | -6
2 | -14 | -16 | -7 | -10
3 | -11 | 5 | -9 | -15
4 | -1 | 2 | 24 | 9
5 | 9 | 4 | 0 | -4
6 | 14 | 42 | -235 | 15
7 | -1 | -3 | 4 | 4
8 | 2 | -10 | 0 | -1
9 | 3 | 0 | 2 | 1
10 | -4 | 29 | -10 | -9
11 | 0 | -9 | -2 | 19
12 | 7 | -9 | 4 | 4
13 | -3 | 13 | -6 | -10
14 | 3 | -10 | 8 | -6
15 | 6 | -6 | 40 | -1

Given with values under each structure: entries from further up
Every second line gives: SENP1 inh, SENP8 block-1, SENP6 inh, MIN6 prolif, HKDC1 inh, SENP7 inh, PfG6PD inh, UBC13 inh, SENP8 block-2
[1] COc1ccccc1CN(Cc1cc2cc(C)ccc2[nH]c1=O)Cc1nnnn1CC1CCCO1 (stereo not drawn)
 : -1, -73, 4, 0, -7, -13, 23, -3, -6
[2] O=C(NCCN1CCOCC1)c1cc(Br)ccc1Cl
 : 2, 16, -11, 2, -6, -14, -16, -7, -10
[3] Cc1nc(-c2ccc(S(=O)(=O)N3CCOCC3)cc2)cs1
 : 0, 5, 6, 1, 6, -11, 5, -9, -15
[4] O=C(Cc1cc(=O)oc2cc(O)ccc12)NCC1CCC(C(=O)O)CC1 (stereo not drawn)
 : -23, -302, -8, 0, -1, -1, 2, 24, 9
[5] Cc1ccc(-c2nc(C)sc2CC(=O)OCC(=O)Nc2ccc(F)c(Cl)c2)cc1
 : -2, 16, -14, -2, -1, 9, 4, 0, -4
[6] CN1CCc2c(sc(NC(=O)c3ccc([N+](=O)[O-])o3)c2C(N)=O)C1
 : -93, 8, 22, -6, 9, 14, 42, -235, 15
[7] COC(=O)c1ccc(NC(=O)C2CCN(S(C)(=O)=O)CC2)cc1
 : 3, 8, 6, -2, -1, -1, -3, 4, 4
[8] Cc1cc(OC(C)C(=O)NCC(O)c2ccccc2)c2c(C)c(C)c(=O)oc2c1 (stereo not drawn)
 : 1, -310, -7, -3, -1, 2, -10, 0, -1
[9] N#Cc1ccccc1NC(=O)CC1CCCCC1
 : 0, 11, -10, 1, -1, 3, 0, 2, 1
[10] Cc1ccccc1Nc1nc(N)nc(COC(=O)c2cccc(S(=O)(=O)NCc3ccccc3)c2)n1
 : 3, 16, -6, -4, -2, -4, 29, -10, -9
[11] CCOc1ccccc1NC(=O)Cn1nnc(C(=O)NCc2cccs2)c1N
 : 3, 16, 11, -4, -2, 0, -9, -2, 19
[12] Cc1cc(=O)nc2c3ccccc3n(CC(=O)NCCCN3CCOCC3)n12
 : -1, -12, -5, -2, 2, 7, -9, 4, 4
[13] O=C(COC(=O)COc1ccccc1)Nc1ccc(Cl)cn1
 : 2, 1, 3, 2, -4, -3, 13, -6, -10
[14] CC1(C)Cc2noc(N)c2C(C)(C)N1OC(=O)c1ccco1
 : 3, 25, -20, 2, -9, 3, -10, 8, -6

Additional results follow:
# | SMILES | SENP1 inh | SENP8 block-1 | SENP6 inh | MIN6 prolif | HKDC1 inh
16 | Cc1ccc(C(=O)c2ccccc2C(=O)OCC(=O)NC(C)(C)C)cc1 | -4 | 3 | 0 | -4 | 0
17 | Cn1cccc1CNC(=S)Nc1cc(F)cc(F)c1 | 4 | 12 | 6 | 1 | -4
18 | COc1ccc(NC(=O)c2cc(-c3ccc(C)o3)nc3ccccc23)cc1 | -7 | -230 | 11 | -3 | -3
19 | CCOC(=O)C1=C(C)NC2=C(C(=O)CC(C)(C)C2)C1c1ccc2c(c1)CCCN2C (stereo not drawn) | -23 | -400 | -6 | 1 | -5
20 | CC1SC(c2ccc(Cl)cc2)NC1=O (stereo not drawn) | 15 | 5 | 15 | 0 | -1
21 | C[C@@H](NC(=O)OC(C)(C)C)c1nnc(S(=O)(=O)Cc2ccccc2)o1 | · | · | -23 | -4 | -4
22 | Cc1nn(C)c(C)c1CCC(=O)NC1CC(C)(C)Cc2c1cnn2-c1ccccc1 (stereo not drawn) | -2 | 4 | 5 | -2 | 0
23 | O=C(CCc1ccccc1)NCc1ccc2c(c1)OCO2 | 3 | 1 | 24 | -3 | -6
24 | CCN(CC)c1ccc(N)cc1 | 54* | 6 | -2 | -7 | 2
25 | O=C(c1csc2c1CCCC2)n1cccn1 | 8 | 21 | -46 | 0 | -3
26 | C[C@H](NC(=O)c1nc[nH]c1C(=O)NCC(=O)OCc1ccccc1)c1ccccc1 | -1 | 1 | -4 | -3 | -2
27 | O=C(c1ccc(NC(=S)NCc2ccco2)cc1)N1CCCCC1 | -6 | -17 | 4 | 0 | -6
28 | Cc1ccccc1N1CCN(C2CCCN(C(=O)c3snnc3C)C2)CC1 (stereo not drawn) | 3 | 0 | -6 | -4 | 5
29 | CCC1COCCS(=O)(=O)N1Cc1cccc(C(F)(F)F)c1 (stereo not drawn) | 1 | 10 | 0 | 2 | -5
30 | Cn1c2c(c(=O)n1-c1ccccc1)CSCC2 | 0 | 24 | -14 | 0 | -6

# | SENP7 inh | PfG6PD inh | UBC13 inh | SENP8 block-2
16 | 4 | 47 | 3 | 1
17 | -5 | -9 | 11 | 4
18 | 4 | 24 | 5 | 2
19 | -2 | -6 | 10 | 5
20 | -6 | -16 | 8 | 1
21 | -3 | 5 | -8 | -6
22 | -4 | -8 | 4 | 2
23 | -1 | -10 | 0 | 1
24 | 6 | 51 | -39 | 2
25 | -1 | 11 | 5 | -18
26 | -9 | -2 | -10 | -7
27 | 0 | 2 | -4 | -5
28 | -5 | 2 | 8 | 0
29 | 0 | -5 | -10 | 2
30 | -1 | -11 | 7 | -1

(more compounds)
# | SMILES | SENP1 inh | SENP8 block-1 | SENP6 inh | MIN6 prolif | HKDC1 inh
31 | CCN(C(=O)CSc1nnc(Cn2nnc3ccccc32)o1)c1nc(C)cs1 | 1 | 35 | -15 | -1 | -2
32 | CCc1ccc(/C=N/NC(=O)c2cc(C)on2)s1 | -1 | -4 | -7 | 0 | 0
33 | Cc1ccc(NC(=O)c2nc[nH]c2C(=O)N[C@@H](C)C(=O)OC(C)(C)C)cc1 | 0 | 11 | -13 | -4 | 3
34 | CCOc1cc(/C=N/NC(=O)c2ccncc2)ccc1OC(=O)c1ccccc1 | 4 | 0 | 1 | 0 | -7
35 | CCN(Cc1nc(-c2ccccc2)no1)C(=O)COc1cccc(OC)c1 | -1 | 12 | -2 | 3 | 1
36 | C(=N\N=C\c1cccnc1)/c1cccnc1 | 2 | 1 | 16 | 0 | -2
37 | CCOC(=O)C1=C(COC(=O)c2ccc([N+](=O)[O-])s2)NC(=O)NC1C (stereo not drawn) | -8 | 32 | 75* | -3 | 2
38 | CN1CCN(CC(=O)C23CC4CC(CC(C4)C2)C3)CC1 | 0 | 8 | -18 | 0 | -2
39 | CN(CC(=O)Nc1ccc(N2CCOCC2)cc1)C(=O)C12CC3CC(CC(C3)C1)C2 | -1 | 16 | -18 | -4 | -5
40 | Cc1ccc(S(=O)(=O)/N=C(\Nc2cc(C)on2)c2ccc(Cl)cc2)cc1 | 3 | 26 | 0 | -2 | -4
41 | CC(C)(C)[C@@H]1COC(=O)[C@@H](NC(=O)OCC2c3ccccc3-c3ccccc32)C/C=C\C[C@@H](CC(=O)NCCO)C(=O)N1 | 1 | -4 | -7 | -5 | -4
42 | CCC1CCCCN1C(=O)CN1C(=O)CSC1=O (stereo not drawn) | 0 | 26 | -3 | 0 | 2
43 | Cc1nc2cc(S(=O)(=O)N(C)C)ccc2n1-c1ccccc1 | -1 | -8 | -6 | -1 | -1
44 | CC1CC(=O)N(c2ccc(C(C)C)cc2)C(=O)C1 | 1 | 17 | -15 | -2 | -2
45 | O=C(Nc1ccnn1C1CCN(C(=O)c2c(F)cccc2F)CC1)C1CC1 | 0 | 0 | -10 | 0 | -4
46 | O=[N+]([O-])c1ccccc1/C=N/Nc1nnc(-c2ccccc2)c(-c2ccccc2)n1 | 4 | 15 | -16 | 0 | 6

# | SENP7 inh | PfG6PD inh | UBC13 inh | SENP8 block-2
31 | 3 | 29 | 1 | 0
32 | -5 | -15 | -6 | -3
33 | -7 | 17 | 6 | -19
34 | 15 | -15 | 0 | -2
35 | -3 | -5 | 0 | -7
36 | 2 | -7 | 4 | -6
37 | 44 | 14 | 19 | 76*
38 | 1 | -2 | 0 | 2
39 | -5 | -1 | -10 | -7
40 | 7 | -14 | 17 | -1
41 | 2 | -6 | 9 | -1
42 | -3 | -8 | 1 | 5
43 | 4 | -8 | 0 | 2
44 | -12 | -6 | -7 | -14
45 | 3 | -12 | -1 | -1
46 | 2 | 2 | -9 | -4

Compound activity from PubChem BioAssay.
